TRPC6 act: mouse TRPC6 channel activators, primary screen, cell-based, HEK293, membrane potential dye. B-score at 10 µM. HEK293-TRPC6 membrane potential dye fluorescence; hits give high values. hit rate 0.13% among 310,000;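 active = B-score of the integrated fluorescence ratio above library mean plus 3 SD, and starting fluorescence ratio within library mean plus 5 SD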;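 note: higher score means more depolarization so channel activation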
TRPC4 agonist: activators of mouse TRPC4 channel, primary screen, Fluo4 calcium, HEK293 TRPC4beta/mu-opioid cells. AID 2237, 2010. hit rate 0.49% among 310,000. Short transient receptor potential channel 4 (Mus musculus), Q9QUQ5. B-score at 10 µM. Fluo4 calcium fluorescence; hits give high values;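 active = B-score above 5 SD of library B-scores, and initial fluorescence ratio not above library mean plus 5 SD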;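 note: positive B-score marks a calcium rise read as TRPC4 activation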
Target sequence (Q9QUQ5 whole entry, looked up): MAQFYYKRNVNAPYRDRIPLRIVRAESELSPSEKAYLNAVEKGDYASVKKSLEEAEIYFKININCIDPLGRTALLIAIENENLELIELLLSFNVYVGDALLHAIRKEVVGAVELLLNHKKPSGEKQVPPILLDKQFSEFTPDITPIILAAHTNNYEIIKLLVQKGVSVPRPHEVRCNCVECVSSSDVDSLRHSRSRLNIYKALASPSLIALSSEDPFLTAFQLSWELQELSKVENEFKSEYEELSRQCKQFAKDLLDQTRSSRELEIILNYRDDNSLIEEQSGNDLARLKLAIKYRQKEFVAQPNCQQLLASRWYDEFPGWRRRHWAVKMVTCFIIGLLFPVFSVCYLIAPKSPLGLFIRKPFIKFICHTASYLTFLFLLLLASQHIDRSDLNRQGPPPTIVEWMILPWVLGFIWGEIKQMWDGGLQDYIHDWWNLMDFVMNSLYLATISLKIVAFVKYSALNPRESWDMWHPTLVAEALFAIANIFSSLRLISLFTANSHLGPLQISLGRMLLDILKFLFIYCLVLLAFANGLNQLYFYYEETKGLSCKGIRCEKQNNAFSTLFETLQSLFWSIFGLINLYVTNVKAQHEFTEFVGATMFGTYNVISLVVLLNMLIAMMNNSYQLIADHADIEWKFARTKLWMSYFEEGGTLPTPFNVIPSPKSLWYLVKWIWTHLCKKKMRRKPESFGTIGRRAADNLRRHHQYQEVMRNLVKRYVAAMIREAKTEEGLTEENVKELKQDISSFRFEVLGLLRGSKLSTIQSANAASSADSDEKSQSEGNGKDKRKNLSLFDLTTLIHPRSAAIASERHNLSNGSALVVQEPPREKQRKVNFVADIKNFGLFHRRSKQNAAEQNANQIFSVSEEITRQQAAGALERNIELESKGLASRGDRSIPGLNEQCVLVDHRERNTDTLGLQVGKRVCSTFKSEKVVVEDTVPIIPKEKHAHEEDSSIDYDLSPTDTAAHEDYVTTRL
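Assay system: HEK293 stable line with TRPC4beta plus mu-opioid receptor. Times: dye 45 min RT, read 110 s. Measured by: kinetic Fluo4 calcium fluorescence. Measure: B score of integrated ratio. Controls: assay buffer as low control, maximal DAMGO as high control.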
MrgX1 antagonist: antagonists of human MrgX1 receptor, primary screen, HEK293 cells, Fluo-4 calcium flux | Mas-related G-protein coupled receptor member X1 (Homo sapiens), Q96LB2 | BAM8-22 antagonism; hits give low values | B-score at 10 µM | hit rate 1.3% among 310,000;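 active = calcium-response B-score plate-corrected more than 3 library SD below zero, starting fluorescence within 5 deviations, no agonist response on first addition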;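 note: peak minus trough fluorescence over baseline after final BAM8-22 challenge near maximal dose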
TRPC6 inh: mouse TRPC6 channel inhibitors, primary screen, cell-based, HEK293, membrane potential dye; AID 2553, 2010; hit rate 1.1% among 310,000; B-score at 10 µM; ACh-evoked depolarization; hits give low values;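 active = B-score under library mean minus 3 SD, initial fluorescence not abnormally high, positive integrated signal ratio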;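 note: B-score derived from integrated fluorescence ratio over the kinetic read; more negative B-score means stronger inhibition of depolarization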
TRPC4 PAM: positive allosteric modulators of TRPC4, primary screen, cell-based, mouse TRPC4beta, HEK293 mu-opioid, Fluo-4 calcium; Short transient receptor potential channel 4 (Mus musculus), Q9QUQ5; DAMGO EC20, Fluo-4 Ca2+ flux; hits give high values; B-score at 10 µM; hit rate 0.42% among 310,000; AID 2227, 2009;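 active = B-score of calcium response area above 5 SD of library B-scores, with initial fluorescence ratio within 5 SD of library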;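 note: B-score of integrated fluorescence ratio over time as area under calcium response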
IEC-6 cytotox: cytotoxicity in IEC-6 intestinal epithelial cells, primary screen, cytotoxicity control for KLF5 inhibitor project, cell-based, luminescence | IEC-6 cytotoxicity, luminescence viability | inhibition, % at 5 µM | hit rate 0.78% among 290,000; in the data active = inhibition above about 22%;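 note: 0% = plate median of test compound wells and 100% = cytotoxic reference compound wells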
KLF5 inhibitor: KLF5 expression inhibitors, primary screen, DLD-1 cells, luminescence. DLD-1 KLF5 promoter-luciferase reporter. hit rate 0.23% among 290,000. inhibition, % at 5 µM;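 active = inhibition above a per-plate limit of that plate's mean compound inhibition plus 3 SD, cut at about 60% in these data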;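 note: 0% = DMSO wells and 100% = LY294002 at 200 µM; higher means less KLF5 promoter-driven luciferase light; inactives centre near -14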
TRPC4 inh: inhibitors of mouse TRPC4 channel, primary screen, Fluo4 calcium, HEK293 TRPC4beta/mu-opioid cells; DAMGO-evoked Fluo4 calcium flux; hits give low values; Short transient receptor potential channel 4 (Mus musculus), Q9QUQ5; B-score at 10 µM; hit rate 0.39% among 300,000;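 active = B-score over 3 SD under the library average, no early fluorescence shift, positive overall ratio signal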
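test system = HEK293 cells with stable TRPC4beta plus mu-opioid receptor expression | detection = Fluo4 Ca2+ flux fluorescence | read-out = integrated fluorescence ratio relative to baseline, converted to per-well B score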
SKKanGAS inh: S. pyogenes SKKanGAS growth inhibitors in kanamycin, primary screen, streptokinase expression inhibitor project, SKKanGAS strain, BacTiter-Glo luminescence. 6 h. inhibition, % at 7.5 µM. hit rate 1.3% among 300,000;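 active = mean replicate score, as percent of positive control median, at least 50; inconclusive = mean below 50 but one replicate at or above 50; inactive = mean and every replicate below 50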;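 note: strain carries kanamycin resistance gene driven by streptokinase promoter and grows in 40 µg/ml kanamycin; loss of luminescence reflects streptokinase promoter inhibition or plain growth inhibition; 0% = median of DMSO wells and 100% = positive control at its reference dose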
aSyn UTR inh: MLPCN primary screen, SNCA 5' untranslated region; hit rate 0.82% among 300,000; inhibition, % (tested at 7.5 µM); alpha-synuclein 5'UTR reporter, inhibitor activity; in the data active = inhibition above about 60%; inconclusive = no clear call, values can overlap the other calls;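 note: H4 neuroglioblastoma cells stably carrying SNCA 5'UTR luciferase fusion; 0% = DMSO wells and 100% = positive control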
HIF activator: HIF pathway transcriptional activators, primary screen, cell-based, U2OS HRE-luciferase, luminescence | U2OS HRE-luciferase reporter; normalized: DMSO 0%, desferrioxamine 100% | activation, % at 7.5 µM (by protocol) | hit rate 0.32% among 300,000;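 active = mean activation of at least 10% of the iron chelator positive control signal, with at least half of replicates also reaching 10%; inconclusive = mean and replicate majority disagree about reaching 10%; inactive = mean and most replicates under 10%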
* marks the source's active call; other numbers are inactive results; i = inactive; ? = inconclusive; · = no result given.

Structure	TRPC6 act	TRPC4 agonist	MrgX1 antagonist	TRPC6 inh	TRPC4 PAM	IEC-6 cytotox	KLF5 inhibitor	TRPC4 inh	SKKanGAS inh	aSyn UTR inh	HIF activator
CCOC(=O)c1ccc(NC(=O)CN2C(=O)C(=O)N(CC(C)C)C2=O)cc1	i	i	i	i	i	3.1	-30.0	i	1.9	-25.1	0.1
O=C(Nc1nnc(C2=COCCO2)o1)c1ccc([N+](=O)[O-])s1	i	i	i	i	i	-13.8	-11.2	i	63.4*	-55.8	-0.4
N#CC(C#N)=CNc1cccnc1	i	i	i	i	i	0.9	-15.0	i	-0.3	7.7	0.0
NC(=O)COC(=O)CSc1ccc2ccccc2c1	i	i	i	i	i	-0.1	-10.9	i	-0.5	4.4	-0.4
CC(Oc1ccc2c3c(c(=O)oc2c1)CCC3)C(=O)NC1CCN(Cc2ccccc2)CC1 (stereo not drawn)	i	i	i	-6.33*	i	0.9	-1.9	i	-1.1	-20.1	-0.1
O=C(Cc1ccc(Cl)cc1)NN1C(=O)c2ccccc2C1=O	i	i	i	i	i	4.4	-33.1	i	-4.8	-11.9	0.0
CCc1ccc(C2C(C#N)=C(N)Oc3cc(N)ccc32)cc1 (stereo not drawn)	i	i	i	i	i	2.4	-59.5	i	-10.6	1.2	0.3
COc1ccc(N=Cc2sc3ccccc3c2Cl)cc1	i	i	i	i	i	-4.8	-7.6	i	-0.6	-51.5	1.7
COCC(=O)Nc1sc2c(c1C(=O)OC)CCCC2	i	i	i	i	i	-0.1	-12.0	i	-4.4	-32.0	0.5
CCOC(=O)c1ccc(COC(=O)CNC(=O)CNC(=O)c2ccc(OC)cc2)o1	i	i	i	i	i	-3.6	8.7	i	-7.5	-7.3	-0.1
Cc1ccc(S(=O)(=O)Nc2ccc(Br)cc2C(NCC(=O)O)c2ccccc2)cc1 (stereo not drawn)	i	i	i	i	i	3.6	30.9	i	20.5	29.8	-0.3
COc1ccc(NC(=O)CC2Nc3ccccc3NC2=O)c([N+](=O)[O-])c1 (stereo not drawn)	i	i	i	i	i	2.6	12.3	i	4.3	-7.9	0.2
CC(=O)CSc1nc(-c2cccs2)c(C#N)c(=O)[nH]1	i	i	·	i	i	-5.2	-6.9	i	15.4	28.0	-0.2
CC(C)(C)c1ccc(C(=O)NC(=S)NCc2cccnc2)cc1	i	i	i	i	i	6.7	7.7	i	-0.7	-15.3	0.3
COC(=O)C(C)(C)ONC(=O)Nc1ccccc1Cl	i	i	i	i	i	-2.5	5.5	i	-3.4	-34.8	1.6
COc1ccc2c(c1)cc(C(=O)N/N=C/c1c(O)c(C(=O)O)cc3ccccc13)n2C	i	i	i	i	i	-16.2	-51.6	i	9.9	3.3	-14.6
Cc1nonc1NC(=O)c1oc2ccc(F)cc2c1C	i	i	i	i	i	-2.6	-67.9	i	28.7	-72.8	0.2
Brc1cnc2ccccc2c1N1CCCCC1	i	i	i	i	i	·	·	i	15.4	13.6	0.4
Cc1ccc(C(=O)n2nc(C#N)c(C#N)c2N)cc1	i	i	i	i	i	-5.4	-1.0	i	6.0	2.2	-0.1
CC(OC(=O)c1cc(S(=O)(=O)N2CCOCC2)ccc1F)C(=O)NC1CCCCC1C (stereo not drawn)	i	i	i	i	i	2.2	-15.5	i	-0.2	9.6	0.2
Cc1ccc2nsnc2c1NC(=O)COc1ccccc1F	i	i	-6.1*	i	i	-10.2	-23.6	i	-11.7	5.1	-0.3
COc1ccc(NC(=O)NC(c2ccccc2)c2ccccc2)c(OC)c1	i	i	i	i	i	6.8	-30.9	i	0.2	-5.9	-0.4
COc1ccc(CNC(=O)CN(C(=O)c2csnn2)c2ccc(F)cc2)cc1	i	i	i	i	i	4.4	-62.0	i	-6.2	-10.7	0.2
Cc1cc(-c2nnc(SCC(=O)Nc3ccccc3C(F)(F)F)n2N)n[nH]1	i	i	i	i	i	4.2	-10.8	i	9.4	-0.1	-0.8
Cc1ccc(Nc2nnc(SCC(=O)Nc3ncc(C(F)(F)F)cc3Cl)s2)cc1	i	i	i	i	i	-2.7	-12.0	i	3.0	4.0	0.1
COc1c(Cl)cc(Cl)cc1C(=O)Nc1ccccc1N1CCN(C(C)=O)CC1	i	i	i	i	i	10.3	-11.7	i	-2.9	1.9	0.5
COc1ccc(NC(=O)C(CC(=O)O)Cc2ccc(Br)cc2)cc1 (stereo not drawn)	i	i	i	i	i	-5.0	-16.1	i	17.1	7.9	-21.8
NC(=O)CCC(NS(=O)(=O)c1ccc(Cl)cc1)C(=O)NCC1CCCCC1 (stereo not drawn)	i	i	i	i	i	-0.7	-8.8	i	0.4	6.4	-0.2
Cn1c(=O)c2c(nc(CN3CCN(c4ccccc4)CC3)n2CCc2ccccc2)n(C)c1=O	i	i	i	i	i	1.7	-4.2	i	6.2	-14.9	0.0
Cc1ccc(C(C)C)cc1OCC(=O)N/N=C/c1ccc2c(c1)OCCO2	i	i	i	i	i	1.2	7.6	i	33.6	-4.1	-0.2
COc1ccc(N/C(C)=C2/C(=O)C(=O)N(CCO)C2c2ccc([N+](=O)[O-])cc2)cc1 (stereo not drawn)	i	i	i	i	137*	-0.9	1.7	i	-0.9	-14.9	0.1
O=S(=O)(N1CCOCC1)N1CCN(c2ccccc2F)CC1	i	i	i	i	i	-4.3	-48.7	i	4.1	16.8	-0.3

Structures shown so far that contain two or more sulfur atoms, in the order listed:
Structure	TRPC6 act	TRPC4 agonist	MrgX1 antagonist	TRPC6 inh	TRPC4 PAM	IEC-6 cytotox	KLF5 inhibitor	TRPC4 inh	SKKanGAS inh	aSyn UTR inh	HIF activator
CC(=O)CSc1nc(-c2cccs2)c(C#N)c(=O)[nH]1	i	i	·	i	i	-5.2	-6.9	i	15.4	28.0	-0.2
Cc1ccc(Nc2nnc(SCC(=O)Nc3ncc(C(F)(F)F)cc3Cl)s2)cc1	i	i	i	i	i	-2.7	-12.0	i	3.0	4.0	0.1

Next section.
Structure	TRPC6 act	TRPC4 agonist	MrgX1 antagonist	TRPC6 inh	TRPC4 PAM	IEC-6 cytotox	KLF5 inhibitor	TRPC4 inh	SKKanGAS inh	aSyn UTR inh	HIF activator
O=C(CS(=O)(=O)c1ccccc1)N(CCCN1CCOCC1)c1nc2c(F)cccc2s1	i	i	i	i	i	·	·	i	-3.8	-33.3	0.4
Cc1ccc(NC(=S)N(Cc2cccs2)Cc2cc3cc(C)cc(C)c3[nH]c2=O)cc1	i	i	i	i	i	-0.3	-11.6	i	4.7	8.5	0.1
C/C(O)=C(/C=Nc1ccccc1)C(=O)Nc1ccccc1	i	i	i	i	i	12.6	4.9	i	-4.3	-36.5	0.0
O=C(OCCNc1ncc(C(F)(F)F)cc1Cl)c1ccc(S(=O)(=O)N2CCOCC2)cc1	i	i	i	i	i	-0.2	-21.7	i	-1.6	16.9	-0.4
Cc1ccccc1CCN(C(=O)CN1C(=O)c2ccccc2S1(=O)=O)C(C(=O)NCC1CCCO1)c1ccncc1 (stereo not drawn)	i	i	i	i	i	0.3	-18.2	i	-10.0	-0.8	0.1
CCc1ccc(C(C(=O)NCc2ccccc2)N(C(=O)c2csnn2)C2CC2)cc1 (stereo not drawn)	i	i	i	i	i	-5.8	9.5	i	-0.8	3.9	-0.7
COc1ccc(CNC(=O)C(C)Sc2nc3ccccc3c(=O)n2CCCN2CCOCC2)cc1 (stereo not drawn)	i	i	i	i	i	0.3	-5.6	i	-6.3	?	-0.4
Cc1nnc(-c2cccc(Br)c2)c2cn(-c3cccc(Br)c3)nc12	i	i	i	i	i	-3.1	4.3	i	28.8	6.5	0.0
O=S(=O)(c1ccc(Cl)c(Cl)c1)c1snnc1-c1ccccc1	i	i	·	i	i	2.1	19.4	i	29.0	118.1*	-0.1
Cc1ccc(C2(C)NC(=O)N(CC(=O)Nc3cc(S(=O)(=O)N4CCCCC4)ccc3OC(C)C)C2=O)cc1 (stereo not drawn)	i	i	i	i	i	·	·	i	5.2	13.9	0.8
O=c1c2ccccc2nc2c3ccccc3cnn12	i	i	i	i	i	-2.7	-26.1	i	4.8	-171.9	3.4
COc1ccc(CN2CCN(C(=O)CC(C)C)CC2)cc1	i	i	i	i	i	1.1	-16.9	i	-3.2	9.3	-2.4
COc1ccc(N(CC(=O)NCc2ccc3c(c2)OCO3)S(=O)(=O)c2ccccc2[N+](=O)[O-])c(OC)c1	i	i	i	i	i	-7.6	-9.3	i	5.7	2.0	0.1
COc1ccc(CCNC(=O)COC(=O)C2CCCCC2)cc1	i	i	i	i	i	0.0	-13.3	i	-1.0	0.9	0.5
COc1cccc(-n2nc(-c3ccnn3-c3ccccc3)c(=O)n(C)c2=O)c1	i	i	i	i	i	7.1	-2.7	i	-0.6	35.6	-0.1
O=C(NCc1cccs1)C1CCCN1C(=O)Nc1cccc(F)c1 (stereo not drawn)	i	i	i	i	i	-7.4	-13.0	i	-0.2	8.7	0.2
Cc1scc(C(=O)N2CCN(c3ccc(Cl)cc3)CC2)c1C	i	i	i	i	i	0.8	-12.4	i	-1.5	15.6	-0.5
COc1ccc(-c2nn(-c3ccccc3)cc2/C=C2/SC(=S)N(Cc3ccco3)C2=O)c(C)c1	i	i	i	i	i	-3.2	11.8	i	-5.2	-5.9	-0.4

Screening results deposited in PubChem by several laboratories.
